LGR2 inh – inhibitors of bursicon-induced Drosophila LGR2 receptor cAMP signaling; HEK293 LGR2, CRE-luciferase, bursicon-stimulated, 4 h; inhibition, % at 9.99 µM; 0.35% of 380,000 active; AID 720647;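 active = drop in luminescence signal, shown as inhibition above about 50% in the replicate tests, limit read from the data, passing the limit was not always enough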;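 note: agonist challenge used bursicon conditioned medium at about half maximal strength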
PGC1a acetyl inh – lowers PGC1a acetylation signal in U2OS cells; AID 651687; inhibition, % at 15.6 µM; 0.17% of 350,000 active; AlphaScreen anti-acetyl-lysine; with virally co-expressed GCN5 acetyltransferase;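 active = every replicate shows inhibition of at least 40%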;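 note: 0% = neutral control wells and 100% = positive control wells; some results beyond the cut were filed as inactive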
ARNT-TACC3 inh – ARNT/TACC3 interaction disruption | Q9Y6A5 | AlphaScreen His-ARNT PAS-B/GST-TACC3 binding, luminescence; TACC3 fragment carries E629A point mutation | inhibition, % at 9.99 µM | 0.66% of 390,000 active;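 active = mean inhibition of replicates at least 50% and at least half of replicates each reaching 50%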;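 note: 0% = complete ARNT plus TACC3 wells and 100% = ARNT alone without TACC3; many hits fall short of the cut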
Cneo AK release – Cryptococcus neoformans lysis via adenylate kinase release | C. neoformans lysis, adenylate kinase release luminescence, 4 h; normalised: neutral wells 0, clomiphene wells 100 | lysis activity, % at 15 µM | 0.2% of 360,000 active | AID 651654;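 active = mean lysis activity across replicates of at least 80%, whatever share of replicates individually reach that level; inactive = mean lysis activity below 80%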
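Test system: log-phase Cryptococcus neoformans yeast cells; Quantity: yeast cell density of 5 × 10^6 cells/mL; Buffer or medium: YPD; Doses: single compound concentration per well; Timing: 4 h at 37 °C static, read 1 h later; Measured by: AK luminescence; Read-out basis: lysis from increased AK signal; Control set: Clomiphene as positive control.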
C2C12 statin – protects C2C12 myotubes from simvastatin toxicity; ATP luminescence, 48 h; scaled: DMSO 0, geranylgeraniol control 100; rescue of ATP level, % at 7.49 µM; 0.78% of 330,000 active; AID 602340;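 active = mean ATP rescue above about 67%, or every replicate alone reaching that limit, limit read from the data, passing the limit was not always enough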;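 note: myotubes were challenged with 10 µM simvastatin during compound exposure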
GSIS activator – primary screen for activators of insulin secretion dependent on glucose, INS-1E cells, GLuc reporter luminescence; INS-1E GLuc reporter insulin secretion, 2-3 h; activation, % at 16.6 µM; 0.61% of 370,000 active; AID 743287;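 active = lowest replicate activation of at least 40%, so every replicate reaches that level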;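 note: 0% = median of neutral control wells and 100% = median of IBMX positive control wells; some compounds called inactive have numbers as strong as hits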
PAX8 reporter – inhibitors of PAX8 transcriptional activity in RMG-I cells | RMG-I TPO-luciferase reporter, SteadyGlo, 24 h | inhibition, % at 12.6 µM | 1.2% of 360,000 active | AID 652154;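 active = mean replicate inhibition at least 60% with every replicate also reaching 60%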;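 note: luciferase light reporting Pax8 driven TPO promoter activity; plate controls were median of neutral control wells for no effect and mitoxantrone controls for full effect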
PglD DTNB – blocks C. jejuni PglD acetyltransferase activity; purified PglD enzyme, DTNB colorimetric CoA detection; inhibition, % at 12.5 µM; 0.098% of 360,000 active; in the data active = inhibition above about 16%, passing the limit was not always enough; note: strong numbers were not always called active
An asterisk follows results filed as active; · = not tested or not shown; & = joins results of further samples.

SMILES	LGR2 inh	PGC1a acetyl inh	ARNT-TACC3 inh	Cneo AK release	C2C12 statin	GSIS activator	PAX8 reporter	PglD DTNB
Cc1noc(C)c1NC(=O)Nc1ccc2c(c1)C(=O)N([C@H](C)CO)C[C@H](C)[C@@H](CN(C)C(=O)Nc1ccc(C(F)(F)F)cc1)OCCCC[C@H](C)O2	-7	-4	4	0	-5	3	14	1
Cc1cc(Nc2cccc(Cl)c2)nc(-c2ccccc2O)n1	7	-2	-4	0	-3	-5	15	-6
CCCOc1ccccc1C1CC(=O)Nc2cc3c(cc21)OCCO3 (stereo unspecified)	·	22	1	2	-19	·	·	5
O=C(NCCc1ccccc1)C1CC(c2ccccc2O)=NO1 (stereo unspecified)	·	-17	35	-34	-6	·	·	1
CC(C)c1ccc(NC2CCCN(C(=O)c3ccnc(Cl)c3)C2)cc1 (stereo unspecified)	7	3	2	-1	-10	21	40	-7
C[C@@H]1CN([C@@H](C)CO)C(=O)CCCn2nncc2CO[C@@H]1CN(C)S(=O)(=O)c1ccc(Oc2ccccc2)nc1	5	-4&-8	-4	0&1	2&-16	0	-2&32	1&5
C[C@@H]1CN([C@@H](C)CO)S(=O)(=O)c2ccc(C#Cc3ccncc3)cc2O[C@@H]1CN(C)S(=O)(=O)c1ccc(F)cc1	10	16	0	-6	-85	-45	·	0
CCN(Cc1ccncc1)C(=O)c1cc(COc2ccc(F)cc2F)on1	-9	5	-2	0	1	77	-11	0
CN(C)S(=O)(=O)c1ccc(NC(=O)CNc2cc(S(=O)(=O)N3CCCC3)ccc2OCC(F)(F)F)cc1	10	2	-2	0	·	-7	3	2
O=C(C[C@H]1CC[C@@H](NC(=O)Nc2ccccc2F)[C@H](CO)O1)NCc1ccccc1	26	2	-15	-3	11	6	-2	4
CCOc1ccc2nc(NC(=O)c3cnccn3)sc2c1	·	3	-2	-4	-18	·	·	-3
COc1ccccc1-c1cc(C(=O)N/N=C/c2ccoc2)c2ccccc2n1	4	·	·	2	-2	8	-2	-5
C[C@H]1CN([C@@H](C)CO)C(=O)Cc2cc(NC(=O)CCCCCC(=O)Nc3ccccc3N)ccc2O[C@H]1CN(C)S(=O)(=O)c1ccc(F)cc1	-4	0	·	-2	0	12	19	3
CN1CCC(OC(=O)c2ccccc2Cl)CC1	0	3	-3	·	2	0	-18	·
COc1ccc(CCNC(=S)NC(=O)/C=C/c2ccc(C)cc2)cc1OC	·	-4	7&-18	30&14	4	·	·	1&3
Cc1ccc(-c2nn(C(C)(C)C)c3ncnc(N)c23)cc1	·	27	0	2	-178	·	·	3
CC(C)c1ccc(NC(=S)N2CCCC(c3ccc(F)cc3)=N2)cc1	·	-5	-3	·	3	·	5	·
CCCN(C(=O)CSCC(=O)Nc1ccc(OC)cc1)c1c(N)n(Cc2ccccc2)c(=O)[nH]c1=O	2	-20	-1	1	-1	-6	-1	0
CCCC(=O)Nc1nnc(SCC(=O)NCc2ccco2)s1	13	·	·	-2	·	6	3	-1
O=C(C[C@H]1CC[C@@H](NC(=O)c2ccc3c(c2)OCO3)[C@@H](CO)O1)NCc1ccc(Cl)cc1	-7	-1	-6	3	-4	-7	2	-3
COc1cc(C)ccc1OCC(=O)OCC(=O)c1[nH]c(C)c(C(C)=O)c1C	3	10	·	·	-1	-1	·	·
CC1=C(C#N)C(NC(=O)c2ccccc2Cl)(C(F)(F)F)C(=O)N1 (stereo unspecified)	-20	-3	-3	4	·	16	4	-2
Clc1ccc(OCCn2ccnc2)c(Cl)c1	·	-2	0	-5	-3	49*	·	6
CCCOc1ccc(-c2csc(NC(=O)CN3C(=O)CCC3=O)n2)cc1	4	·	-3	·	·	7	2	·
COc1ccccc1-c1ccc2n(c1=O)C[C@@H]1[C@@H](CO)[C@H](C(=O)NCCCN(C)C)N(C(C)=O)[C@H]21	-11	·	-1	0	-8	11	-3	2
Cc1ccc(S(=O)(=O)Nc2ccc3c(c2)CC(=O)N([C@@H](C)CO)C[C@H](C)[C@@H](CN(C)Cc2ccc(Cl)c(Cl)c2)O3)cc1	-9	2	-4	0	72*	4	35	1
CC(C)CC#Cc1ccc2c(c1)O[C@@H](CN(C)Cc1ccc(F)cc1)[C@H](C)CN([C@H](C)CO)S2(=O)=O	8	-9	8	13	-167	46*	34	-6
Cc1ccc(SCC(=O)Nc2ccccc2C(=O)N2CCOCC2)cc1	5	·	6	·	·	8	-2	·
CN1CCOc2cc(S(=O)(=O)Nc3ccc(F)cc3)ccc21	·	7	-3	1	59	·	·	2
COCC(=O)Nc1ccc2c(c1)OC[C@H](C)N(C(=O)c1ccccc1)C[C@H](C)[C@H](OC)CN(C)C2=O	-21	-4	-7	6	-2	-1	·	0
Cc1ccc(NC(=O)c2ccc(S(=O)(=O)N3CCOCC3)cc2)cc1	2	·	-2	-3	14	7	-28	0
COc1ccc(C(=O)Nc2ccc(S(=O)(=O)N3CCCCC3)cc2)cc1OC	·	-6	·	3	-8	·	-14	-1
C[C@@H]1CCCCO[C@H](CN(C)C)[C@H](C)CN([C@@H](C)CO)C(=O)c2cc(NC(=O)CCC(F)(F)F)ccc2O1	-11	6	-7	-4	10	-5	-17	2
COc1ccc(-c2csc(C3=C(O)CN(Cc4ccc(S(N)(=O)=O)cc4)C3=N)n2)cc1OC	·	-6	1	-1	-14	·	·	-5
Cc1cc(Br)ccc1NC(=O)CNC(=O)CN(C)C1CCS(=O)(=O)C1 (stereo unspecified)	1	·	-2	-2	-9	20	19	-9
COc1ccc(/C=C/C(=O)C2CC2)cc1COc1c(C)cccc1C	-24	·	3	·	·	17	21	·
COCC(=O)N1CCCCN2[C@H](CO)[C@@H](c3ccc(C#Cc4ccc(OC)cc4)cc3)[C@H]2C1	17	3	16	-3	·	-9	-24	-3
COc1ccc(S(=O)(=O)N(C)C[C@@H]2Oc3ccc(NC(=O)Nc4c(C)noc4C)cc3CC(=O)N([C@@H](C)CO)C[C@@H]2C)cc1	13	0	-11	-2	3	15	·	0
C[C@H]1CN([C@@H](C)CO)C(=O)c2cc(Br)cnc2O[C@@H]1CN(C)C(=O)Nc1ccc(F)cc1	7	4	·	-2	-8	6	7	-3
CN(c1ccc(C(=O)NC2CCCCC2)cc1)S(=O)(=O)c1ccccc1	1	·	-12	-2	1	-18	5	2
Cc1cccc2cc(CN(Cc3cccnc3)C(=S)NCCCN(C)C)c(=O)[nH]c12	·	-9	5	0	2	-4	7	6
COc1ccc(-c2cc3nc(C)n(N)c(=O)c3s2)cc1	101*	-1	-6	-19	·	-7	86*	7
N#Cc1ccc(S(=O)(=O)NC2CC2)cc1	9	-4	2	5	-16	4	19	-1
C[C@@H]1CN(Cc2nc(Cc3ccccc3F)no2)C[C@H](C)O1	-24	4	0	·	·	9	11	·
C[C@@H]1CN([C@@H](C)CO)C(=O)c2cccc(NC(=O)C3CCOCC3)c2O[C@H]1CN(C)C(=O)NC1CCCCC1	-25	4	2	-1	5	46	0	2
O=c1[nH]c2cc(Cl)cc(Cl)c2[nH]c1=O	·	·	0	-2	6	·	-1	3
COc1ccc(NC(=O)CN(C)S(=O)(=O)c2ccc3c(c2)CCCN3C(C)=O)cc1	9	3	2	12	1	18	-9	0
Cc1noc(C)c1COc1ccccc1C(=O)N(C)Cc1ccco1	-3	-6	-9	-6	8	23	-18	2
C[C@@H]1CN([C@H](C)CO)C(=O)c2cc(NC(=O)C3CCCCC3)ccc2O[C@@H]1CN(C)S(=O)(=O)c1ccccc1	8	·	33	1	-21	-3	13	-4
CC(C)c1nnc(NC(=O)CCC(=O)NC2CCCc3ccccc32)s1 (stereo unspecified)	-8	·	-7	-1	·	3	18	7
O=C(c1ccc(Oc2cc(Cl)cc(Cl)c2)o1)N1CCCCC1	13	·	9	1	7	-31	7	-4
O=C(N[C@H]1CC[C@@H](CCNS(=O)(=O)c2ccccc2)O[C@H]1CO)c1cccc(F)c1	-8	-3	12	2	-4	-14	6	0
O=C(CCNC(=O)c1ccc(Br)cc1)NCc1cccnc1	-13	6	1	1	-2	22	·	1
C[C@@H]1CN([C@@H](C)CO)S(=O)(=O)c2ccc(C#Cc3cccnc3)cc2O[C@@H]1CN(C)CC1CCOCC1	-3	-13	-4	3	12	15	-14	-10
Cc1ccc(S(=O)(=O)Nc2ccc3c(c2)C(=O)N([C@@H](C)CO)C[C@@H](C)[C@H](CN(C)Cc2ccc(C(F)(F)F)cc2)O3)cc1	25	1	·	·	10	-27	10	·
Cc1ccc(-c2cn(S(=O)(=O)c3ccc(C)cc3)nc2N)cc1	·	-5	-25	-2	38	·	·	-4
O=C(NCC1CC1)C1CCCN(S(=O)(=O)c2ccc(-n3cnnn3)cc2)C1 (stereo unspecified)	·	3	-5	-5	0	18	2	-3
N#C[C@H]1[C@@H](c2ccc(C#Cc3ccc(F)cc3)cc2)[C@H](CO)N1C(=O)C1CC1	2	-16	-4	44	-6	3	3	1
Cc1cc(C)c(C#N)c(Oc2ccc(O)cc2)n1	0	5	-16	2	4	-2	-21	·
C=CCn1c(=NC(=O)c2cccs2)sc2cccc(OC)c21	-43	·	17	·	7	-6	4	·

2 of these compounds, set out differently:
Second line of a record: LGR2 inh, PGC1a acetyl inh, ARNT-TACC3 inh, Cneo AK release, C2C12 statin, GSIS activator, PAX8 reporter, PglD DTNB
O=C(NCCc1ccccc1)C1CC(c2ccccc2O)=NO1 (stereo unspecified)
  ·, -17, 35, -34, -6, ·, ·, 1
CC(C)c1ccc(NC2CCCN(C(=O)c3ccnc(Cl)c3)C2)cc1 (stereo unspecified)
  7, 3, 2, -1, -10, 21, 40, -7

(list continues)
SMILES	LGR2 inh	PGC1a acetyl inh	ARNT-TACC3 inh	Cneo AK release	C2C12 statin	GSIS activator	PAX8 reporter	PglD DTNB
C[C@@H]1CN([C@@H](C)CO)C(=O)c2cccc(NC(=O)c3ccncc3)c2O[C@@H]1CN(C)CC1CC1	-20	-12	·	·	-8	11	3	·
Cc1nnc(SC(C)C(=O)Nc2ccc(S(=O)(=O)NC3CCCCC3)cc2)s1 (stereo unspecified)	11	-16	·	-4	-46	12	·	3
Cc1nn(CC(=O)NC(C)c2ccccc2)c(=O)c2ccccc12 (stereo unspecified)	·	4	-7	2	10	·	14	4
CC(C)NC(=O)c1csc(COCCO)n1	2	·	·	-2	12	17	1	-7
O=C(Nc1ccc(Cl)cc1N1CCOCC1)C1CCCO1 (stereo unspecified)	9	-2	0	0	·	28	3	0
C/C(=N/NC(=O)c1cc2ccccc2cc1O)c1ccco1	-13	·	16	-2	·	·	·	-1
CCCN(CCC)C(=S)NC(=O)c1ccc(Cl)cc1Cl	1	4	9	41	-25	-15	·	-3
C[C@@H]1CCCCO[C@@H](CN(C)S(=O)(=O)c2ccccc2)[C@@H](C)CN([C@@H](C)CO)C(=O)c2cc(NS(=O)(=O)c3ccc(F)cc3)ccc2O1	5	-2	-7	2	·	-34	23	3
O=S(=O)(c1ccc(Cl)s1)N1CCN(c2ncccn2)CC1	7	9	-25	4	-15	-3	·	5
CC(OC(=O)Cc1n[nH]c(=O)c2ccccc12)C(=O)Nc1ccc(Cl)cn1 (stereo unspecified)	5	·	19	5	4	29	7	-7
COc1ccc(CN2C(=O)C(CC(=O)NCCCCc3ccccc3)CC(C(=O)N3CCOCC3)=C2C)cc1 (stereo unspecified)	10	4	·	-2	12	-15	91*	-6
CC1CC(Nc2cccc(O)c2)=CC(=O)O1 (stereo unspecified)	9	4	-2	16	4	15	·	16
COc1ccc(-c2csc3ncnc(NCCO)c23)cc1	28	·	1	-1	-11	35	-9	1
O=C(Nc1ccccc1C(=O)NCc1ccccc1)c1ccco1	·	-6	-19	-1	1	·	·	-5
C[C@@H]1CN([C@H](C)CO)S(=O)(=O)c2ccc(Br)cc2O[C@H]1CN(C)C(=O)C1CCC1	-8	-4	·	·	6	-11	·	·

Source: PubChem BioAssay (Broad Institute)
